PABP1 MLLE inh = inhibitors of PABP1 MLLE–PAM2 peptide binding, primary screen, biochemical, fluorescence polarization, FITC-PAM2, GST-MLLE; inhibition, % at 20 µM; actives 0.36% (n = 360,000); AID 588489, 2011; in the data active means inhibition above about 35%, passing the limit was not always enough;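 further: plate controls were DMSO wells with GST-MLLE for no effect and wells lacking GST-MLLE protein for full effect; some results filed as inactive read as strong as hits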
Target sequence (P11940 whole entry, looked up): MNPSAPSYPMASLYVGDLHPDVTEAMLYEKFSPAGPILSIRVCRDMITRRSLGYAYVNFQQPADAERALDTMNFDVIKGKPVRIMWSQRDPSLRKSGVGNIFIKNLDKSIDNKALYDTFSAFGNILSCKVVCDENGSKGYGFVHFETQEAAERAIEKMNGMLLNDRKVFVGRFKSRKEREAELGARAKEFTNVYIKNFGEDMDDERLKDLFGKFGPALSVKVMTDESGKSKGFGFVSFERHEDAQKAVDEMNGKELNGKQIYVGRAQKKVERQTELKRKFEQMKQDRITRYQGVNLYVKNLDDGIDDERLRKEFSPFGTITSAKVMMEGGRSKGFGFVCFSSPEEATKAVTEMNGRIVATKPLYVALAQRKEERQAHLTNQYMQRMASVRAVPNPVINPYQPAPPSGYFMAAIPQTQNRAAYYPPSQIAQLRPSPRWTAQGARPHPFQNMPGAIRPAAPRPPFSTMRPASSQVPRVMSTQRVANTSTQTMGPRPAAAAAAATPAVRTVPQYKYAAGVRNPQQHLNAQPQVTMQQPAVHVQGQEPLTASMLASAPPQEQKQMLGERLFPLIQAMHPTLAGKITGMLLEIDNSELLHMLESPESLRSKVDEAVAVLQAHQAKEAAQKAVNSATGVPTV
MsrA inhibitor = bovine MsrA enzyme inhibitors, primary screen, biochemical, absorbance, HTS | inhibition, % at 15.5 µM | actives 0.75% (n = 360,000) | Methionine sulfoxide reductase A (Bos taurus) | purified bovine MsrA, absorbance read-out; in the data active means inhibition above about 4.5%;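 further: 0% = vehicle wells with enzyme and 100% = reference inhibitor wells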
TbMetRS inhib = T. brucei MetRS inhibitors, primary screen, biochemical, luminescence; inhibition, % at 11.9 µM; actives 0.4% (n = 360,000); purified T. brucei MetRS, ATP depletion, Kinase-Glo luminescence;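 active means inhibition above a per-plate cutoff of the control wells' mean inhibition plus 3 SD, cut at about 5.5% in these data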;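 further: 0% = DMSO wells median and 100% = median of wells with control inhibitor compound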
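Measured by: Kinase-Glo luciferase luminescence reporting remaining unconsumed ATP. Material: purified T. brucei MetRS enzyme. Doses: 11.9 µM compound single dose, 0.9% DMSO. Medium: HEPES buffer containing pyrophosphatase, BSA, spermine, DTT. Times: 15 min preincubation, 2 h reaction, all 25 °C. Reagent: methionine, ATP and bulk E. coli tRNA.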
bovine MsrA act = bovine MsrA enzyme activators, primary screen, biochemical, absorbance, HTS. Methionine sulfoxide reductase A (Bos taurus). purified bovine MsrA, absorbance read-out. activation, % at 10.6 µM. actives 0.3% (n = 360,000). AID 602163, 2012; in the data active means activation above about 7.5%;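 further: 0% = vehicle and 100% = reference activator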
CendR NRP1 mod = modulators of CendR peptide binding to NRP-1, primary screen, biochemical, fluorescence polarization, uHTS. FAM-RPARPAR peptide binding to NRP-1. Neuropilin-1 (Homo sapiens), O14786. actives 0.85% (n = 360,000). inhibition, % at 25 µM. AID 602438, 2012;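 active means inhibition or corrected inhibition above about 18%, plus a signal ratio from 0.5 to 1.5, limit read from the data, passing the limit was not always enough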; further: strong numbers were not always called active
MT1-MMP act inh = blockers of MT1-MMP proenzyme processing, primary screen, HT1080 RFP-PRO-GFP cells, GFP/RFP fluorescence; Matrix metalloproteinase-14 (Homo sapiens), P50281; GFP/RFP ratio fluorescence, overnight; percent of plate control window, DMSO zero; GFP/RFP ratio change, % at 20 µM; actives 0.061% (n = 360,000); AID 651647, 2012;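 active means GFP/RFP ratio change of at least 30% with cell ATP level not reduced by more than half and red fluorescence within 50% of control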; further: strong numbers were not always called active
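Assay system – RFP-PRO-GFP reporter HT1080 cells · Compound dosing – single dose of 20 µM compound, 1% DMSO final · Incubation – overnight compound exposure at 37 °C · Measure – GFP/RFP fluorescence ratio · Benchmarks – DMSO wells and RFP-L50D-GFP cells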
SKN-1 block = suppressors of acrylamide-induced Pgst-4::GFP reporter in worms, primary screen, SKN-1 inhibitor project, whole organism, uHTS, GFP/RFP fluorescence ratio, strain VP596 | C. elegans VP596 Pgst-4::GFP/RFP ratio, 24 h | inhibition, % at 21.8 µM | actives 0.49% (n = 360,000) | AID 624304, 2012;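 active means interference check ratio from 0.5 to 1.5 plus GFP to RFP signal ratio inhibition reaching or exceeding a fixed threshold, cut at about 30% in these data, passing the limit was not always enough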; further: some compounds called inactive have numbers as strong as hits
FAS-TE inh = FAS thioesterase domain inhibitors, primary screen, biochemical, fluorescence intensity, uHTS. recombinant FAS-TE, OMFH fluorogenic substrate, fluorescence endpoint. inhibition, % at 15 µM. actives 0.67% (n = 360,000);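 active means compounds whose normalised, plate-corrected inhibition of enzyme fluorescence in the single-dose primary screen is 50% or more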;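 further: 0% = DMSO with enzyme and 100% = substrate without enzyme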
E coli Lon inh = inhibitors of E. coli Lon protease, primary screen, biochemical, fluorescence polarization. P0A9M0. purified E. coli Lon protease. inhibition, % at 7.94 µM. actives 0.42% (n = 360,000); in the data active means inhibition above about 13%, passing the limit was not always enough;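 further: 0% = enzyme with probe and DMSO and 100% = no enzyme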
* = called active by the depositor; . = not tested or not shown. An unsorted share of the library. Share with any hit: about 4%.

SMILES	PABP1 MLLE inh	MsrA inhibitor	TbMetRS inhib	bovine MsrA act	CendR NRP1 mod	MT1-MMP act inh	SKN-1 block	FAS-TE inh	E coli Lon inh
CCn1c(SCC(=O)N2CCCC2)nc2ccccc2c1=O	3.8	0.7	0.8	-0.2	4.4	4.4	-6.3	-5.4	-4.6
O=c1c(Cl)c(NCCCO)cnn1-c1nc2ccccc2[nH]1	-20.0	1.9	-0.7	-5.4	-1.8	1.3	10.1	2.6	-8.4
COc1ccc(S(=O)(=O)NNC(=O)Nc2ccccc2OC)c(OC)c1	-0.5	0.8	-0.3	-5.7	3.0	0.3	-9.8	2.0	1.0
COc1ccc(Cl)cc1C(=O)O/N=C(\N)c1ccncc1	4.5	-0.2	-0.5	-1.5	-6.6	-1.9	-10.0	-6.8	8.8
COc1ccc(CCNC(=O)CSc2nc3ccccc3c3nc(CCN4CCCCC4)nn23)cc1OC	3.0	-0.9	-0.3	-0.3	-3.9	0.1	-4.8	-2.8	2.0
O=C(Cc1ccccc1[N+](=O)[O-])NC1CC1	6.3	0.3	-0.3	-5.1	7.2	-1.4	5.3	-6.9	-11.2
CN1OC2C(=O)N(c3ccccc3)C(=O)C2C1c1ccc(F)cc1 (stereo not given)	0.6	-0.5	-0.7	-11.7	11.2	4.8	6.1	-11.0	1.3
Cc1nc2ccccc2c2oc(C(=O)N3CCCC(C)C3)cc12 (stereo not given)	-7.7	0.1	-0.2	-5.5	7.9	-2.2	1.6	-5.1	-2.9
O=S1(=O)CC=C(CSC(=S)NC2CCS(=O)(=O)C2)C1 (stereo not given)	31.9	2.4	0.1	-1.0	16.0	-3.6	5.9	14.5	6.4
COc1ccc(CCNC(=O)C(C(=O)c2ccccc2)n2cc(Cl)ccc2=O)cc1OC (stereo not given)	3.4	1.6	1.1	-2.9	1.6	2.2	6.4	-5.6	-2.0
CC1CCCN(S(=O)(=O)c2ccc(NC(=O)C3CC(=O)N(C(C)(C)C)C3)cc2)C1 (stereo not given)	6.8	-0.7	-0.4	-3.6	-9.3	1.0	25.5	-4.3	-6.8
CCCNc1nc(C)cc(-c2cc(C(=O)Nc3ccccc3)on2)n1	2.8	-0.2	-0.1	-3.0	13.8	0.0	-4.0	2.5	-9.0
CCOC(=O)Nc1c(Cl)[nH]c(=O)n(C)c1=O	-5.9	0.3	-0.3	-4.5	5.9	1.7	7.8	-0.7	-0.4
Cc1oc(-c2ccccc2F)nc1CS(=O)CC(=O)NCc1cccs1 (stereo not given)	1.9	0.2	-0.2	-3.1	-10.3	-3.6	5.8	-7.0	-4.8
CC(C)N(C(=O)CSc1nnc(-c2cc3ccccc3cc2O)n1Cc1ccco1)C(C)C	10.2	-1.1	0.2	-2.1	-11.8	-7.0	-24.8	0.7	0.2
Cn1c(SCC(=O)c2ccccc2)nnc1-c1ccncc1	-7.4	0.9	-0.4	-1.9	-10.3	0.2	-7.4	-6.0	3.5
CC(=O)N1CCCC1C(=O)O (stereo not given)	-3.3	2.3	-1.3	0.4	-2.3	4.4	16.4	-2.3	-3.6
O=C1CC(N2CCN(c3ccccc3F)CC2)C(=O)N1c1ccc2c(c1)OCCO2 (stereo not given)	3.6	0.3	-0.8	0.5	7.9	-5.3	-9.2	-5.1	9.9
CC/C=C/C(=O)N1CC2(CC(c3cccc(NC(=O)c4ccccc4)c3)=NO2)C[C@@H]1C(N)=O (stereo not given in full)	-1.6	0.5	0.0	4.3	23.4*	0.3	-2.4	-12.3	-7.0
CN(C)CC(C)(C)CNC(=O)C1CCN(Cc2ccccc2O)CC1	-2.4	-1.0	0.4	-1.3	-4.5	1.5	-3.8	-4.9	-5.7
Cc1ccc(C(=O)O)cc1NC(=S)NC(=O)Cc1ccccc1	16.8	0.5	-1.4	-13.8	9.1	9.3	-28.0	-12.3	-2.3
COc1ccc(CNC(=O)CSc2nnc3c(n2)[nH]c2ccc(OC)cc23)cc1	-7.5	-0.2	7.6*	1.3	-8.7	2.4	32.5	-11.0	-9.6
COc1ccc(/C=C/C(=O)NC2CC3CCC2C3)cc1 (stereo not given)	9.3	1.6	-1.1	-1.1	3.8	-0.3	0.3	0.1	0.8
O=C(NCC(c1cccnc1)N1CCN(c2ccccc2F)CC1)OCc1ccccc1 (stereo not given)	-5.2	-0.4	-0.5	3.7	17.6	-6.5	8.4	3.0	-1.3
CCOC(=O)[C@]12CCC=C1N(Cc1cccc3ccccc13)C(=O)[C@H](CC(=O)N1CCSCC1)C2	.	0.1	-1.2	-3.0	1.5	1.2	-0.8	12.9	9.6
COCCSc1nnc(NS(=O)(=O)c2ccc(F)cc2)s1	17.6	2.0	-0.9	-3.9	-6.6	-1.5	9.6	-5.7	-9.7
CCCCNC(=S)N(CCCN(C)C)Cc1cc2cc3c(cc2[nH]c1=O)OCO3	-92.2	1.0	1.0	-3.4	6.0	-3.8	12.8	-3.8	-13.9
Cc1nc(SCC(=O)NC(=O)NC(C)(C)C)nc(C)c1C	12.6	0.2	0.9	-1.2	3.9	-1.0	-9.7	-1.0	-8.3
Cc1cccc(OCc2nnc(SCC(=O)c3ccccc3)o2)c1	-103.5	-1.1	-0.3	-0.9	-4.6	4.0	14.8	15.1	-5.5
CC(C)C(c1nnnn1Cc1cccs1)N1CCN(C(=O)c2ccco2)CC1 (stereo not given)	-11.9	-1.2	-1.5	-5.8	16.1	-0.9	6.1	-1.9	-6.6
CC1=C(C(=O)OCCBr)C(c2cccc3ccccc23)NC(=O)N1 (stereo not given)	-28.6	0.3	-0.1	-1.9	9.0	5.0	4.3	-1.6	-4.7
NC(=O)C1(NC(=O)[C@@H]2CC3(CC(c4cccc(NC(=O)[C@@H]5CCC(=O)N5)c4)=NO3)CN2C(=O)Cc2ccc(C(F)(F)F)cc2)CC1 (stereo not given in full)	0.6	-0.4	0.5	-5.0	3.4	4.3	2.0	-10.5	-3.9
O=C(CN1C(=O)CC(c2ccccc2)Sc2ccccc21)NCC1CCCO1 (stereo not given)	-8.9	-0.6	-1.0	-10.3	0.0	0.3	-17.2	-4.1	0.3
Cc1ccc(NC(=O)OCc2cn(-c3ccc(Cl)cc3)nn2)cc1	10.1	0.8	0.2	0.3	3.1	-4.5	4.1	-0.2	-12.1
Brc1ccc(Nc2nc(-c3cccnc3)cs2)cc1	-4.2	-0.3	0.7	-6.3	13.7	-6.6	16.1	10.5	2.5
CN(Cc1nc(-c2ccccc2)no1)C(=O)c1ccco1	-7.4	1.0	-0.5	-1.8	7.1	-2.1	10.2	1.4	-8.6
CCN(c1ccccc1)S(=O)(=O)c1ccc(C(=O)Nc2ccccn2)cc1	-7.2	-1.8	-0.1	-0.9	9.0	0.2	0.9	4.3	-4.4
Cc1onc(-c2c(F)cccc2Cl)c1C(=O)NCc1ccc2c(c1)OCO2	1.4	-1.0	-0.2	-5.1	2.9	-3.2	-2.4	4.0	-2.5
CS(=O)(=O)c1[nH]nc(-c2ccccc2)c1C#N	4.1	-1.6	0.2	-3.0	1.9	1.2	2.2	-7.0	5.7
Cc1cccc(C)c1NC1=C(Cl)C(=O)OC1OC(=O)c1ccccc1 (stereo not given)	-4.3	0.2	-0.3	7.1	-1.5	-3.7	3.1	64.3*	-5.8
O=C(O)c1cc(N2C(=O)C3C4C=CC(C4)C3C2=O)ccc1NCc1cccnc1 (stereo not given)	6.0	1.2	-0.5	-3.6	-13.1	4.8	-13.6	-6.3	-0.7
CN1CCC(OC(=O)COc2ccc(C(C)(C)C)cc2)CC1	-4.7	1.2	-0.4	-2.9	-3.9	4.1	2.8	-3.6	0.2
CC1(C)Cc2c(cnn2-c2ccccc2)C(NC(=O)CCCn2cncn2)C1 (stereo not given)	-2.8	-1.0	-0.5	-9.4	-1.3	-1.2	-1.7	-7.6	-1.6
N#CC1=C(N)Oc2n[nH]c(-c3cccs3)c2C1c1cccs1 (stereo not given)	6.5	0.3	0.1	-2.8	-2.3	2.5	-3.4	1.2	3.8
CCNc1nnc(SCC(=O)c2c(N)n(C3CC3)c(=O)[nH]c2=O)s1	3.4	1.5	-0.4	-4.2	2.9	-2.8	-0.6	-4.3	-1.7

One compound at a time, from the list above:
`CC1CCCN(S(=O)(=O)c2ccc(NC(=O)C3CC(=O)N(C(C)(C)C)C3)cc2)C1` (stereo not given) in the list: PABP1 MLLE inh: 6.8; MsrA inhibitor: -0.7; TbMetRS inhib: -0.4; bovine MsrA act: -3.6; CendR NRP1 mod: -9.3; MT1-MMP act inh: 1.0; SKN-1 block: 25.5; FAS-TE inh: -4.3; E coli Lon inh: -6.8
`CC1=C(C(=O)OCCBr)C(c2cccc3ccccc23)NC(=O)N1` (stereo not given) in the list: PABP1 MLLE inh: -28.6; MsrA inhibitor: 0.3; TbMetRS inhib: -0.1; bovine MsrA act: -1.9; CendR NRP1 mod: 9.0; MT1-MMP act inh: 5.0; SKN-1 block: 4.3; FAS-TE inh: -1.6; E coli Lon inh: -4.7

An excerpt from above, limited to bovine MsrA act and PABP1 MLLE inh.
| structure | bovine MsrA act | PABP1 MLLE inh |
| --- | --- | --- |
| COc1ccc(S(=O)(=O)NNC(=O)Nc2ccccc2OC)c(OC)c1 | -5.7 | -0.5 |
| COc1ccc(Cl)cc1C(=O)O/N=C(\N)c1ccncc1 | -1.5 | 4.5 |

Next results follow.
SMILES	PABP1 MLLE inh	MsrA inhibitor	TbMetRS inhib	bovine MsrA act	CendR NRP1 mod	MT1-MMP act inh	SKN-1 block	FAS-TE inh	E coli Lon inh
COc1ccc(NC(=O)c2ccccc2NC(=O)CSc2ccc(Cl)cc2)cc1	-13.0	0.7	-0.5	-3.4	-13.3	-1.0	9.9	-7.9	-8.1
Cn1c(=O)c(=O)n(C)c2cc(S(=O)(=O)N3CCN(C4CCCCC4)CC3)ccc21	1.5	0.9	-0.3	0.1	8.5	3.4	10.4	-1.5	-2.3
Cc1nn(-c2ccc(F)cc2)c(Cl)c1C(=O)OC(C)C(=O)N(C)C1CCCCC1 (stereo not given)	9.2	-1.4	-0.3	-0.9	-13.1	-10.0	-4.1	10.3	-5.3
Cc1c(N(C(=O)c2ccccn2)C2(C(=O)NC3CCCC3)CCCCC2)c(=O)n(-c2ccccc2)n1C	3.7	-1.1	-0.3	-3.5	-4.3	0.7	-0.9	-1.7	5.0
COc1ccc(N2CCN(C(=O)c3cccc(S(=O)(=O)N4CCOCC4)c3)CC2)cc1	1.8	0.2	-0.2	-3.1	-2.6	-0.2	4.4	-7.7	-3.2
CC(C)(C)NC(=O)C(c1ccncc1)N(Cc1cccs1)C(=O)Cn1nnc(-c2ccc(F)cc2)n1 (stereo not given)	7.6	-0.1	-1.7	-4.4	-3.4	-42.8	-15.1	-1.7	-3.4
CC(=O)c1c(C)[nH]c(C(=O)OCc2cc(-c3ccco3)on2)c1C	-70.0	0.6	0.1	-4.0	-22.3	-7.1	-0.8	-3.6	-18.7

From PubChem BioAssay
